# Apaf-1 inh: blocks human Apaf-1 apoptosome activity. O14727. AID 489030. reconstituted apoptosome caspase-3 activity, DEVD-Rh110 fluorescence. inhibition, % at 20 µM. 0.71% of 330,000 active; active = inhibition of at least 40% at 20 µM;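 also: plate controls were DMSO wells for no effect and DEVD-CHO caspase inhibitor wells for full effect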
#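 detection = Rh110 fluorescence intensity | test system = biochemical Apaf-1 apoptosome reconstitution | also added = cytochrome c and DEVD-Rh110 substrate | schedule = 30 min plus 50 min, RT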
# UBC13 polyUb: human UBC13 polyubiquitination inhibition. P61088. UBC13 polyubiquitin chain formation, TR-FRET. inhibition, % at 20 µM. 0.47% of 330,000 active. AID 485273; in the data active = inhibition above about 45%, passing the limit was not always enough
# Target sequence (P61088 whole entry, looked up): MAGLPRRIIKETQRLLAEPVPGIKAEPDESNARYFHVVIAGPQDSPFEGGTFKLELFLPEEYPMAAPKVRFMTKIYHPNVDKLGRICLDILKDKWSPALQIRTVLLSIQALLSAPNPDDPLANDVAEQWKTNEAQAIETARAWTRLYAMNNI
# Gli-Sufu block: blocks Gli-Sufu signaling in a luciferase reporter | 0.74% of 340,000 active | Sufu-KO-LIGHT fibroblasts, Gli luciferase reporter luminescence | inhibition, % at 5 µM;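 active = inhibition above about 55%, limit read from the data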;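 also: 0% = DMSO-treated cells and 100% = wells with medium but no cells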
# SENP8 inh: blocks the human protease SENP8. 1.2% of 330,000 active. inhibition, % at 10 µM. purified SENP8, Z-RLRGG-aminoluciferin cleavage, luminescence
# Target sequence (Q96LD8 whole entry, looked up): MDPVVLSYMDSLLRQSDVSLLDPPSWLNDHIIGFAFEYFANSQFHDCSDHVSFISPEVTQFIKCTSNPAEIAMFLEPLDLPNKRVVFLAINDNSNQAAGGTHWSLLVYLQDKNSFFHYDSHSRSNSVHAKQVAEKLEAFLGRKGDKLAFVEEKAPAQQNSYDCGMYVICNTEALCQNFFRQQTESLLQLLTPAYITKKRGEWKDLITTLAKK
# Jurkat NFkB inh: inhibitors of the PMA/ionomycin-induced NF-kB reporter in Jurkat cells. PMA/ionomycin-induced NF-kB luciferase reporter, luminescence. inhibition, % at 4 µM. 0.53% of 330,000 active. AID 435003
# HKDC1 inh: inhibitors of human hexokinase HKDC1; 0.16% of 340,000 active; Q2TB90; inhibition, % at 20 µM; recombinant HKDC1, G6PDH/diaphorase resazurin coupled fluorescence;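 active = inhibition above about 35% when tested at 20 µM, limit read from the data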;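 also: plate controls were DMSO wells with enzyme for no effect and DMSO wells lacking enzyme for full effect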
#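 Test system: recombinant HKDC1 (HK5) hexokinase enzyme, produced in-house; Amount: enzyme 5 µg/mL final; Buffer or medium: Tris pH 8.0 buffer with MgCl2, Tween-20, BSA, BME; Reagent: glucose and ATP substrates; Doses: 20 µM test compound, 1% DMSO; Incubation: 90 min reaction incubation at room temperature, dark; Detection: resorufin fluorescence at 613 nm.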
# SENP7 inh: SENP7 protease inhibition | recombinant SENP7, Z-RLRGG-aminoluciferin luminescence, 40 min | Q9BQF6 | inhibition, % at 5 µM | 1.5% of 330,000 active;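 active = inhibition above about 50% at the single test dose, limit read from the data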;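 also: plate controls were DMSO with enzyme for no effect and no enzyme buffer wells for full effect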
# Target sequence (Q9BQF6 706-1050 limits assumed): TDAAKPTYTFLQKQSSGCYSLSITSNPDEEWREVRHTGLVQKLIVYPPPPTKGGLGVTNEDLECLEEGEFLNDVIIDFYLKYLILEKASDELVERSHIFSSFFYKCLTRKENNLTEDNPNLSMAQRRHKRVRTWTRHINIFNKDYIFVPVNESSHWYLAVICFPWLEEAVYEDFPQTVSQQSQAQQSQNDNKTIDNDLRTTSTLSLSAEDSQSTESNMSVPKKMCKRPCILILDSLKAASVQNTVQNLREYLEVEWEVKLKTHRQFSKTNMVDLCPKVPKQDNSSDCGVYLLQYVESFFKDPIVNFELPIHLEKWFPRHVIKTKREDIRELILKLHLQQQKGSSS
# 697 NFkB inh: inhibitors of the PMA/ionomycin-induced NF-kB reporter in 697 B cells; 697 B-cell NF-kB luciferase reporter, 16 h; inhibition, % at 4 µM; 0.33% of 330,000 active; AID 435022; in the data active = inhibition above about 35%
# * = called active by the depositor; nt = not tested or not shown. Rule as the data show it, unless noted: active = inhibition above about 50%; inactive = the rest.
SMILES,Apaf-1 inh,UBC13 polyUb,Gli-Sufu block,SENP8 inh,Jurkat NFkB inh,HKDC1 inh,SENP7 inh,697 NFkB inh
COc1ccc(C2CC(c3ccc4ccccc4c3)=NN2C(=O)CN2C(=O)CCC2=O)cc1 (configuration not stated),12,1,-22,-7,-13,0,2,11
CCNC(=O)NC(=O)C(C)Sc1nc2ccccc2n1CC(C)C (configuration not stated),2,9,-3,2,20,-10,1,11
O=C(Nc1ccccn1)c1ccc(Cl)s1,10,1,-54,26,-59,-4,66*,-67
CC(C)NC(=O)NC(=O)CSc1nnc(-c2c[nH]c3ccccc23)o1,18,6,-25,-1,-8,-6,7,-11
COC1(NS(=O)(=O)c2ccc(Br)cc2)C(C)=CC(=O)C=C1C,1,-8,5,-5,-13,50*,1,-15
CCOC(=O)c1ccc(NC(=O)N2CCN(c3ccccn3)CC2)cc1,5,-2,0,-2,1,-1,5,13
CC(Nc1cc(C)cc(C)c1)=[N+](C)CCNS(=O)(=O)c1ccc(Cl)cc1,4,16,8,3,-5,3,1,4
O=C(NCCCn1ccnc1)c1ccc(COc2ccccc2)o1,0,3,1,4,-1,-6,6,-11
CCOC(=O)c1ccc(NC(=O)c2ccc(NC(=O)c3ccccc3)cc2)cc1,-5,6,3,0,-4,-8,-6,6
CN(c1ccccc1)S(=O)(=O)c1cccc(NC(=O)C2CC(=O)N(Cc3ccccc3)C2)c1 (configuration not stated),9,3,-1,0,-9,-2,7,2
N#Cc1ccccc1COc1ccc(/C=C/C(=O)O)cc1,7,1,22,1,14,-5,8,39*
CCC(C)NCC(=O)Nc1ccc(S(N)(=O)=O)cc1 (configuration not stated),0,4,1,2,-6,-11,-2,13
CC1CCCC(C)N1C(=O)c1ccccc1Nc1ccc(SC(F)F)cc1 (configuration not stated),29,2,7,5,-1,3,5,-15
COc1ccc(OC)c(/C=N/Nc2cc(C)nc(N3CCOCC3)n2)c1,-8,16,6,10,7,-4,8,15
CCOC(=O)N1CCN(Cc2nc(C3CC3)no2)CC1,-7,11,-12,7,-2,-13,2,6
CC(C)(C)C(=O)/C=C(\N)c1ccncc1,-2,-4,2,11,4,-2,1,-3
COc1ccc(OCCOC(=O)c2cccc(-n3cnnn3)c2)cc1,-6,-1,8,-9,1,-4,-5,-17
CC1(c2ccccc2)CC(C)(C)N(C(=O)c2cc([N+](=O)[O-])cc([N+](=O)[O-])c2)c2ccccc21 (configuration not stated),16,-22,14,-13,5,-5,-6,10
O=C(CCN1C(=O)/C(=C/c2ccccc2)SC1=S)Nc1ccccn1,19,2,4,0,5,-6,-6,3
Cc1cccc(C)c1N1CCN(c2cc(Cl)nc(N)n2)CC1,22,10,9,-7,4,0,0,-33
Cc1ccc(-c2nc(-c3ccncc3)no2)c(C)c1,7,9,-6,43,-97,-4,43,-106
CC1(C)O[C@@H]2[C@H](O1)[C@@H](COS(=O)(=O)O)O[C@H]2n1cnc2c(=O)[nH]cnc21,5,-1,0,-11,-4,-3,-8,-7
O=C(COc1ccccc1)Nc1cc2c3c(c1)CC(=O)N3CCC2,12,2,-34,2,-4,-4,-12,-16
CC1CC(C)CN(S(=O)(=O)c2ccc(C(=O)N3CCCC3)cc2)C1 (configuration not stated),4,-8,0,-11,-5,-7,-3,-11
O=C(CSc1nnc(-c2ccco2)o1)c1ccc(O)cc1O,-13,4,-30,4,-3,-2,6,-4
COc1cccc(-c2nc(CS(=O)(=O)CC(=O)NCc3ccc4c(c3)OCO4)c(C)o2)c1,11,-4,28,7,9,2,-3,3
COc1cccc(CCNC(=O)CCc2nnc(-c3ccc4c(c3)OCO4)o2)c1,5,0,0,8,5,-4,7,9
CCC(=O)c1c[nH]c(C(=O)NCc2cccc(C(F)(F)F)c2)c1,12,-6,8,-8,-36,-1,-9,15
CCc1n[nH]c2c1C(=O)CC(C)(C)C2,8,-7,1,-11,-2,7,-12,-10
O=C1N(c2ccccc2C(F)(F)F)O[C@@]1(c1ccccc1)C1CCCCC1,6,5,11,0,18,-4,1,21
CNC(=O)Cn1nc(-c2ccc(C)cc2)c2ccccc2c1=O,-6,2,28,0,-13,-1,6,4
CCCCn1cnc2sc3c(c2c1=N)CCCC3,-1,0,15,5,2,-2,4,-1
CCOC(=O)CSc1nc(Cc2ccccc2)nc2ccccc12,16,20,1,-10,1,-2,-2,1
O=C(/C=C/c1c(F)cccc1Cl)N1CCc2ccccc2C1,13,7,-27,-10,-14,2,-6,-7
Cc1cccc(N=C2NC(=O)/C(=C\c3cccs3)S2)c1,10,-4,-10,6,10,3,1,-10
COc1ccc(OCCNC(=O)c2ccccc2Cl)cc1,11,-1,2,-2,-18,-6,-4,-6
Cc1cc(OCC(=O)Nc2ccc(Br)cc2)cc2c1C(=O)CC(C)(C)O2,21,-2,20,-8,-7,-3,2,19
COC(=O)C1=C(O)/C(=C\c2ccc(CNS(=O)(=O)c3ccccc3)o2)N=C1C,11,-9,-11,1,-20,3,3,11
COc1cc2ncnc(NCCc3ccccc3)c2cc1OC,2,13,60*,2,24,7,7,9
CCOc1ccc(/C=N/NC(=O)c2csc(C)c2C)c(OCC)c1,1,-9,-4,-4,-15,3,6,3
CC(C)Oc1cccc(C(=O)NC(=S)Nc2cccnc2)c1,-3,5,-19,-3,-30,-9,-2,-4
CCOC(=O)c1ccc(NC(=O)Nc2ccon2)cc1,-2,0,42,1,58*,1,9,-7
COc1ccc(OC)c(NC(=O)c2ccc(N3C(=O)C4CC=C(C)CC4C3=O)cc2)c1 (configuration not stated),9,-1,-23,-8,7,-5,-6,-19
Fc1cccc(Cl)c1CSc1nnc(CN2CCOCC2)n1-c1ccccc1,8,-11,-37,-3,6,-5,3,-9
Cc1ccc(-n2[nH]c(C)c(CCC#N)c2=O)cc1,-7,-7,-5,8,-6,-1,6,19
CC1CC(C)CN(S(=O)(=O)c2ccc(C(C)(C)C)cc2)C1 (configuration not stated),13,4,28,2,14,-7,0,8
COc1ccc(S(=O)(=O)N2CCN(Cc3ccc4c(c3)OCO4)CC2)cc1,24,7,6,7,-10,-7,8,-20
NC(=O)C1(N2CCCCC2)CCN(C(=S)NC2CCCC2)CC1,2,0,-3,-6,-14,-8,-10,0
O=C1CCCc2c1cc(-c1ccccc1)n2-c1ccccc1,10,4,27,6,-17,1,-5,-23
Cc1cc2oc(=O)sc2cc1NS(=O)(=O)c1ccccc1,3,6,-29,1,-37,2,-1,-34

# (next part)
SMILES,Apaf-1 inh,UBC13 polyUb,Gli-Sufu block,SENP8 inh,Jurkat NFkB inh,HKDC1 inh,SENP7 inh,697 NFkB inh
O=C(CCCn1ncn2c(cc3occc32)c1=O)NCc1ccccc1F,-8,5,-15,-4,22,1,-3,5
O=C(NCCC1=CCCCC1)c1cccc(S(=O)(=O)N2CCCCC2)c1,11,6,-1,10,2,-2,-3,2
COc1ccc(C)cc1S(=O)(=O)Nc1ccc(F)cc1,2,6,5,2,-8,11,-1,0
O=C(CSc1nnc(NC(=O)c2ccccc2C(=O)O)s1)Nc1ccccc1Cl,-2,2,-3,4,9,-6,-3,28
COc1ccc(CNC(=O)C(=O)NC2CC(C)(C)NC(C)(C)C2)cc1,1,-2,7,1,0,-9,2,6
CN(C)CCC(O)c1ccccc1 (configuration not stated),-11,-3,4,10,-11,-4,-3,9
Cc1ccc(C(C)NC(=O)c2cccs2)cc1C (configuration not stated),-21,0,-1,3,-5,-3,0,11
CC1Cc2ccccc2N1C(=O)C1CCCN(S(=O)(=O)c2cccc3cccnc23)C1 (configuration not stated),6,-4,6,9,13,1,3,0
Cc1cnc(C)c(N(C)NC(=S)Nc2ccccc2)n1,-13,4,-6,-7,4,5,-2,4
NC(=O)CC(NC(=O)Cc1cccc2ccccc12)c1ccc(NCCc2ccccc2F)c([N+](=O)[O-])c1 (configuration not stated),-1,-20,-2,1,12,0,0,15
CCOC(=O)O[C@]1(C(=O)COC(=O)CC)CC[C@H]2[C@@H]3CCC4=CC(=O)C=C[C@]4(C)[C@H]3[C@@H](O)C[C@@]21C,-2,0,7,2,12,2,1,-9
CC(=O)Nc1ccc(S(=O)(=O)N2CCC(NC(=O)C(Cc3cccn3C)NC(C)=O)CC2)cc1 (configuration not stated),-1,0,-3,0,8,11,2,0
CCN1C(=O)/C(=C\c2cccs2)C(C(=O)OC)=C1C,2,-22,-3,-5,-19,-6,-5,-8
COc1ccc(C(=O)Nc2ccc(O)cc2C(=O)O)cc1,2,0,-1,22,1,-3,26,16
Cc1c(C)n(CCC#N)c2ccccc12,8,3,2,2,6,-6,1,0
O=S(=O)(/N=C/c1c(O)ccc2ccccc12)c1ccccc1,3,-2,-21,2,6,44*,10,12
CN1C(c2ccccc2)=NO[C@]1(C)c1ccccc1,-15,1,11,-4,1,0,-7,3
Cc1ccc(C(=O)NCC(=O)OCC(=O)/C=C2\N(C)c3ccccc3C2(C)C)cc1C,25,1,28,0,7,-2,1,4
COc1nc(-c2ccccc2)c2cc(C)ccc2n1,-6,26,7,-11,-1,-4,9,-6
Cc1sc2ncnc(SCC(=O)Nc3cccc(S(N)(=O)=O)c3)c2c1C,5,-3,-3,-8,-5,2,-3,-25

# HKDC1 inh: entries above that show a hit.
SMILES | UBC13 polyUb | SENP8 inh | Jurkat NFkB inh | HKDC1 inh | SENP7 inh | 697 NFkB inh
COC1(NS(=O)(=O)c2ccc(Br)cc2)C(C)=CC(=O)C=C1C | -8 | -5 | -13 | 50* | 1 | -15
O=S(=O)(/N=C/c1c(O)ccc2ccccc12)c1ccccc1 | -2 | 2 | 6 | 44* | 10 | 12

# (further entries)
SMILES,Apaf-1 inh,UBC13 polyUb,Gli-Sufu block,SENP8 inh,Jurkat NFkB inh,HKDC1 inh,SENP7 inh,697 NFkB inh
COc1ccc(N2CCN(C(=O)C3CCCN(S(=O)(=O)c4ccc(F)cc4)C3)CC2)cc1 (configuration not stated),0,-8,15,1,-7,-4,-5,-13
Cc1cc(C)c(C)c(S(=O)(=O)N2CCN(C(=O)CNC(=O)c3ccco3)CC2)c1C,13,8,-4,-9,-9,2,10,4
COc1cc(CN2CCNC(=O)C2CC(=O)N(C)CCC2CCOCC2)cc(OC)c1 (configuration not stated),5,-9,-16,-7,-2,1,-7,-10
Cc1cc(C(=O)OCC(=O)NCc2ccc3c(c2)OCO3)c2ccccc2n1,5,-8,5,-1,-3,12,6,6
COc1ccc(N2C(=O)CC(SC(C)C)C2=O)cc1 (configuration not stated),-6,5,2,1,7,-1,-4,-2
O=C(NCC1OCCc2ccccc21)c1cc(COc2ccc(F)cc2Cl)on1 (configuration not stated),-3,8,-4,4,-2,-10,3,9
COC(=O)c1ccc(/C=N/NC(=O)CCSc2nc3ccccc3s2)cc1,6,25,nt,-1,8,nt,0,11
CC(C)c1cc(C(C)C)c(S(=O)(=O)NNC(=O)c2ccncc2)c(C(C)C)c1,12,-4,2,-10,-2,-3,-5,-22

# Filtered by structure: the entries above containing fluorine.
SMILES,Apaf-1 inh,UBC13 polyUb,Gli-Sufu block,SENP8 inh,Jurkat NFkB inh,HKDC1 inh,SENP7 inh,697 NFkB inh
CC1CCCC(C)N1C(=O)c1ccccc1Nc1ccc(SC(F)F)cc1 (configuration not stated),29,2,7,5,-1,3,5,-15
CCC(=O)c1c[nH]c(C(=O)NCc2cccc(C(F)(F)F)c2)c1,12,-6,8,-8,-36,-1,-9,15
O=C1N(c2ccccc2C(F)(F)F)O[C@@]1(c1ccccc1)C1CCCCC1,6,5,11,0,18,-4,1,21
O=C(/C=C/c1c(F)cccc1Cl)N1CCc2ccccc2C1,13,7,-27,-10,-14,2,-6,-7
Fc1cccc(Cl)c1CSc1nnc(CN2CCOCC2)n1-c1ccccc1,8,-11,-37,-3,6,-5,3,-9
O=C(CCCn1ncn2c(cc3occc32)c1=O)NCc1ccccc1F,-8,5,-15,-4,22,1,-3,5
COc1ccc(C)cc1S(=O)(=O)Nc1ccc(F)cc1,2,6,5,2,-8,11,-1,0
NC(=O)CC(NC(=O)Cc1cccc2ccccc12)c1ccc(NCCc2ccccc2F)c([N+](=O)[O-])c1 (configuration not stated),-1,-20,-2,1,12,0,0,15
COc1ccc(N2CCN(C(=O)C3CCCN(S(=O)(=O)c4ccc(F)cc4)C3)CC2)cc1 (configuration not stated),0,-8,15,1,-7,-4,-5,-13
O=C(NCC1OCCc2ccccc21)c1cc(COc2ccc(F)cc2Cl)on1 (configuration not stated),-3,8,-4,4,-2,-10,3,9

# High-throughput results from PubChem BioAssay.
